TEAD-YAP inh: TEAD-YAP interaction inhibition | HEK-TIYL cells, TEAD-Gal4/YAP UAS-luciferase luminescence | inhibition, % at 9.12 µM | 640,000 compounds, 1.4% hits; in the data active = inhibition above about 32%;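 also: 0% = median of test compound wells and 100% = reference inhibitor wells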
FBW7 activator: human FBW7 E3 ligase activation, primary screen; normalized activity (activation), % at 26.1 µM; AID 1259310; 650,000 compounds, 0.13% hits; AlphaScreen FBW7–phospho-cyclin E peptide binding, activator screen; Q969H0; in the data active = normalized activity above about 1.9%;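 also: purified mutant Fbw7 with reduced substrate affinity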
GPR151 activ: human GPR151 activation | PathHunter beta-arrestin GPR151 cells, luminescence | 650,000 compounds, 1% hits | Q8TDV0 | activation, % at 11.2 µM | AID 1508602; in the data active = activation above about 4.9%;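 also: 0% = median of compound wells and 100% = cells with positive control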
Target sequence (Q8TDV0 whole entry, looked up): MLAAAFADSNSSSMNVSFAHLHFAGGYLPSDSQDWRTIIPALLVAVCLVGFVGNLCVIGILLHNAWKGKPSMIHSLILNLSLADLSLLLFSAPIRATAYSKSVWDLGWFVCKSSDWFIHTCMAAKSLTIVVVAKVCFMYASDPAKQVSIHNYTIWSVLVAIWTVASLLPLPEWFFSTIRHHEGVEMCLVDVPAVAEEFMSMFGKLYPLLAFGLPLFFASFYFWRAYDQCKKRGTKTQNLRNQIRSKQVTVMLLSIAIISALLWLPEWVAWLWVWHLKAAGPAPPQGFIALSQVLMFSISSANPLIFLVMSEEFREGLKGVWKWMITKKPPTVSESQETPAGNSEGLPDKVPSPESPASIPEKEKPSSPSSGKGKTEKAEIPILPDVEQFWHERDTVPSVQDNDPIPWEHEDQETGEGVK
MITF primary: blocks human microphthalmia-associated transcription factor. AID 1259374. inhibition, % at 2.6 µM. O75030. 650,000 compounds, 0.91% hits. AlphaScreen MITF homodimerization, bead proximity signal; in the data active = inhibition above about 50%;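 also: 0% = vehicle wells with protein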
Target sequence (O75030 whole entry, looked up): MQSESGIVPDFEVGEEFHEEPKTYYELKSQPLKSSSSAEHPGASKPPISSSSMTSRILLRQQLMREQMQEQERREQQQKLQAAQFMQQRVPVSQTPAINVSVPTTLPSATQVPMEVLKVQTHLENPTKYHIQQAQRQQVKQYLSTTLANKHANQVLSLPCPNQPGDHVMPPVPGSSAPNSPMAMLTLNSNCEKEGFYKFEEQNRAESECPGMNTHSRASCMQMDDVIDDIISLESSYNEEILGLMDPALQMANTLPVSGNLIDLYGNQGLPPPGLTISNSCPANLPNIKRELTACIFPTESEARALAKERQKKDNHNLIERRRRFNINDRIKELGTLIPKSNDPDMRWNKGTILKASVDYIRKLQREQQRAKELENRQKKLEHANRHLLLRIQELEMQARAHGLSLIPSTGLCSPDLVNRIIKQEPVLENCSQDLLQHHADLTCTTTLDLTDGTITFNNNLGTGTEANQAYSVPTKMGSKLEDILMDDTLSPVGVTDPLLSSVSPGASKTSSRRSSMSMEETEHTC
The depositor's hits bear a star; & = joins results of further samples.

1	CNc1ccccc1C(=O)N/C(N)=N/c1nc(C)c2cc(C)ccc2n1
2	COc1ccccc1/C=C/C1=NC(=C\c2ccccc2[N+](=O)[O-])/C(=O)O1
3	Cc1ccc(/C=C/C(=O)NCCCCNC(=O)/C=C/c2ccc(C)o2)o1
4	COc1ccc(-c2ccc(CCC(=O)O)n2NC(=O)c2cccs2)cc1
5	COc1ccc(C(=O)Nc2cccc(C(C)=O)c2)cc1OC
entry no.	1	2	3	4	5
TEAD-YAP inh	-8&-6	-2	-2	-11	-43
FBW7 activator	-0.1&1.0	0.0	0.1	-0.3	0.1
GPR151 activ	1.4&-2.4	-0.7	1.1	1.9	-4.8
MITF primary	1&-8	10	7	2	-1

Next section; the last 3 above are carried over.
3	Cc1ccc(/C=C/C(=O)NCCCCNC(=O)/C=C/c2ccc(C)o2)o1
4	COc1ccc(-c2ccc(CCC(=O)O)n2NC(=O)c2cccs2)cc1
5	COc1ccc(C(=O)Nc2cccc(C(C)=O)c2)cc1OC
6	CCOC(=O)c1cc([N+](=O)[O-])sc1NC(=O)c1ccc(S(=O)(=O)N2CCCC2)cc1
7	O=C(CC(NS(=O)(=O)c1ccc(Br)cc1)c1ccco1)NCc1ccco1 (stereo not drawn)
8	COc1ccc(-c2cc(=O)[nH]c(=S)[nH]2)cc1
9	C/C=C(\C)CN1CCc2c(C(=O)OC)c(OC(C)C)cc(=O)n2CC1
10	COC(=O)c1cc2sc(C)cc2n1CC(=O)N(C)C1CCCCC1
entry no.	3	4	5	6	7	8	9	10
TEAD-YAP inh	-2	-11	-43	6	2	9	4	-6
FBW7 activator	0.1	-0.3	0.1	-0.2	0.4	0.1	-0.1	-0.3
GPR151 activ	1.1	1.9	-4.8	-0.9	1.3	0.0	1.4	-0.5
MITF primary	7	2	-1	14	19	7	4	8

11	O=C(COc1ccc2ccccc2c1)N=Nc1c(O)[nH]c(=O)[nH]c1=O
12	CN(Cc1ccccc1)C(=O)COC(=O)c1ccc(Cl)cc1N
13	Cc1c(C(=O)c2cccs2)sc2nc3c(c(=O)n(C)c(=O)n3C)n12
14	Fc1ccccc1-n1nnnc1SCc1ccc(Cl)cc1Cl
15	CC(=O)NC(C(=O)NCC1CC(Cc2cccc(F)c2)=NO1)C(C)C (stereo not drawn)
entry no.	11	12	13	14	15
TEAD-YAP inh	-5	-4	2	-15	-4
FBW7 activator	-0.6	0.2	0.3	1.1	-0.1
GPR151 activ	-1.0	0.6	3.2	0.3	0.4
MITF primary	0	10	14	-3	-21

16	CCC(CC)c1nnc(NC(=O)c2c(OC)cccc2OC)s1
17	O=C(CN(C(=O)c1nsc(Cl)c1Cl)C1CCCC1)NC1CCCC1
18	CCCCC(=O)Nc1ccc(Cl)cn1
19	COc1ccc2nc(Nc3ccc(C)cc3)sc2c1
20	CCCCN(CCCC)CCNC(=O)Cn1nc(-c2ccccc2)ccc1=O
entry no.	16	17	18	19	20
TEAD-YAP inh	-3	-18	-17	-63	0
FBW7 activator	-0.1	0.1	0.1	-0.2	0.1
GPR151 activ	-0.2	0.5	1.3	-0.1	-0.5
MITF primary	4	3	-2	7	5

21	COc1ccc(S(=O)(=O)N2CCCOC2CNC(=O)C(=O)NC2CC2)cc1OC (stereo not drawn)
22	CC(=O)CSc1nnc(-c2cccc(Br)c2)o1
23	CC(=O)C1C(=O)CC(C)(O)C(C(C)=O)C1/C=C/c1ccccc1 (stereo not drawn)
24	COc1ccccc1-c1cc2nc(C)c(CCC(=O)Nc3cccc(C(C)=O)c3)c(C)n2n1
25	CC(NC(=O)COc1ccccc1)C(=O)N1CCN(C)CC1 (stereo not drawn)
entry no.	21	22	23	24	25
TEAD-YAP inh	0	-30	-7	23	-4
FBW7 activator	-0.1	0.0	0.1	-0.1	-0.1
GPR151 activ	0.1	-0.2	-1.7	0.1	-0.5
MITF primary	3	0	1	-20	3

26	COc1cccc(CN(CCN(C)C)C(=O)c2n[nH]c3cc(-c4cn[nH]c4)ccc23)c1
27	O=C(CC1C(=O)NCCN1C/C=C/c1ccccc1)NCCOc1cccnc1 (stereo not drawn)
28	COc1ccc(OCc2ccccc2F)c(C=O)c1
29	O=C(CC(NCc1ccccn1)C(=O)O)Nc1cccc(Cl)c1 (stereo not drawn)
30	CSc1nc2sc3c(c2c(=O)n1Cc1ccccc1)CCCC3
entry no.	26	27	28	29	30
TEAD-YAP inh	-5	-3	-35	-8	-16
FBW7 activator	-0.3	-0.2	0.1	-0.7	0.4
GPR151 activ	-1.0	-1.2	-2.0	-0.6	0.2
MITF primary	3	7	15	112*	18

31	C/C=C(\C)C(=O)OC1c2c(ccc3ccc(=O)oc23)OC(C)(C)C1OC(C)=O (stereo not drawn)
32	c1ccc(-c2nnc3sc(-c4ccco4)nn23)cc1
33	O=S(=O)(c1cccc(F)c1)N1CCN(c2ccc3nncn3n2)CC1
34	CCOC(=O)c1csc(NC(=O)c2cccc(Br)c2)n1
35	COc1ccc(-c2nc3c(Nc4ccccc4)ncnc3n2C(C)C)cn1
entry no.	31	32	33	34	35
TEAD-YAP inh	6&-9	-7	-13	-37	-43
FBW7 activator	-0.4&-0.1	0.2	-0.1	1.0	0.0
GPR151 activ	1.3&-0.8	-0.2	1.0	-1.1	1.7
MITF primary	3&-20	-3	-8	16	9

36	COC(=O)c1ccc(NC(=O)CN(C2CCCCC2)S(C)(=O)=O)cc1
37	CCC(=O)c1ccc(N2CCN(C(=O)c3c(F)cccc3F)CC2)c(F)c1
38	CCCN(CCC)S(=O)(=O)c1ccc(NC(=O)c2ccc(NC(C)=O)cc2)cc1
39	CC(C)(C)NC(=O)COc1ccc(C(C)(C)c2ccccc2)cc1
40	O=C(c1cc2ccccc2oc1=O)N(Cc1ccc2c(c1)OCO2)Cc1cccs1
entry no.	36	37	38	39	40
TEAD-YAP inh	-3	2	5	9	-3
FBW7 activator	0.2	-0.1	0.1	-0.1	-0.1
GPR151 activ	-0.1	1.7	1.4	-1.1	1.7
MITF primary	7	0	5	0	15

Compound profiles (already shown). Values in the order: TEAD-YAP inh, FBW7 activator, GPR151 activ, MITF primary
Entry for `COc1ccc(OCc2ccccc2F)c(C=O)c1` : -35, 0.1, -2.0, 15
Entry for `COc1ccccc1-c1cc2nc(C)c(CCC(=O)Nc3cccc(C(C)=O)c3)c(C)n2n1` : 23, -0.1, 0.1, -20
Entry for `O=C(CC1C(=O)NCCN1C/C=C/c1ccccc1)NCCOc1cccnc1` (stereo not drawn) : -3, -0.2, -1.2, 7
Entry for `Cc1c(C(=O)c2cccs2)sc2nc3c(c(=O)n(C)c(=O)n3C)n12` : 2, 0.3, 3.2, 14
Entry for `CN(Cc1ccccc1)C(=O)COC(=O)c1ccc(Cl)cc1N` : -4, 0.2, 0.6, 10

More structures.
41	COc1ccccc1-c1cncc(-c2ccccc2N(C)C)n1
42	CCC(=C(c1ccc(OC)cc1)c1ccc(OC)cc1)c1cn(CCCN(C)C)c2ccccc12
43	O=C(CCC1CCCN(C(=O)C2CCOCC2)C1)NCc1ccc(F)c(F)c1 (stereo not drawn)
44	CC(C)C(c1nnnn1CCc1ccccc1)N1CCN(Cc2ccc3c(c2)OCO3)CC1 (stereo not drawn)
45	CCOC(=O)C1CCCN(c2c(-c3ccc(Cl)cc3)c(=O)c2=O)C1 (stereo not drawn)
entry no.	41	42	43	44	45
TEAD-YAP inh	-3	-5	-2	10	-4
FBW7 activator	0.3	-0.4	0.1	0.1	0.1
GPR151 activ	-0.6	2.7	-0.1	1.1	-1.0
MITF primary	5	36	9	3	12

46	O=C(CCCC(=O)OC/C=C/c1ccccc1)Nc1ccccc1
47	c1cc(Nc2nccc(Nc3ccc4c(c3)OCO4)n2)ncn1
48	CCCOc1ccc(C2C(C(=O)OCCOc3ccccc3)=C(C)NC3=C2C(=O)CC(c2ccccc2)C3)cc1 (stereo not drawn)
49	Cc1cc(C)c(C#N)c(SCc2ccc(Br)cc2)n1
50	COc1ccc(C2C(C(=O)NCc3ccco3)c3ccccc3C(=O)N2Cc2ccc(F)cc2)cc1 (stereo not drawn)
entry no.	46	47	48	49	50
TEAD-YAP inh	9	-28	5	9	2
FBW7 activator	0.1	0.5	0.3	-0.1	0.2
GPR151 activ	0.9	-0.7	0.2	0.7	-1.7
MITF primary	11	19	-6	-3	25

51	Brc1ccc2[nH]c3c(Br)cc(Br)cc3c2c1
52	Cc1ccc(C2C3=C(CC(C)(C)CC3=O)N(c3ccc(F)cc3)C3=C2C(=O)CC(C)(C)C3)cc1
53	COC(=O)C(=O)/C=C(\O)c1ccc(Br)cc1
54	C(=C\c1ccccc1)/CNCCc1nc(-c2ccccc2)c2cnccn12
55	O=[N+]([O-])c1ccccc1N/C(=N/S(=O)(=O)c1ccccc1)c1ccccc1
entry no.	51	52	53	54	55
TEAD-YAP inh	10	-1	4	-3	2
FBW7 activator	0.2	0.0	-0.1	-0.7	-0.4
GPR151 activ	-0.3	0.7	0.1	0.5	-0.3
MITF primary	5	-11	-34	-15	-12

56	O=c1cc(CN2CCN(c3ccc(F)cc3)CC2)occ1OCc1cccc([N+](=O)[O-])c1
57	CCOC(=O)c1c(-c2ccc(Br)cc2)csc1NC(=O)COC
58	COc1ccccc1CC(=O)Nc1ccc(-c2nnc(-c3ccco3)o2)cc1
59	Cc1sc2nc(-c3ccco3)oc(=O)c2c1C
60	CN1CCN(C(=O)C23CCC(C2)C(C)(C)C3=O)CC1 (stereo not drawn)
entry no.	56	57	58	59	60
TEAD-YAP inh	17	-11	-8	-3	20
FBW7 activator	0.0	-0.1	-0.1	0.5	0.0
GPR151 activ	-1.3	0.3	0.0	-6.5	-0.4
MITF primary	8	0	-8	-14	4

Continued, starting with the last 3 of the part before.
58	COc1ccccc1CC(=O)Nc1ccc(-c2nnc(-c3ccco3)o2)cc1
59	Cc1sc2nc(-c3ccco3)oc(=O)c2c1C
60	CN1CCN(C(=O)C23CCC(C2)C(C)(C)C3=O)CC1 (stereo not drawn)
61	C=CCNc1cc(-c2ccccn2)nc(-c2ccncc2)n1
62	Cc1ccn(CCC(=O)NCC2Cc3c(ccc4cc(-c5cccnc5)ccc34)O2)n1 (stereo not drawn)
63	CCCCS(=O)(=O)N1CCN(C(=S)c2ccc(N(C)C)cc2)CC1
64	O=C1NC(=S)N/C1=C/c1cccc(C(F)(F)F)c1
65	Cc1cc(C)cc(N(CC(=O)NCc2ccco2)C(=O)CCC(=O)Nc2ccccn2)c1
entry no.	58	59	60	61	62	63	64	65
TEAD-YAP inh	-8	-3	20	0	-8	-1	11	9
FBW7 activator	-0.1	0.5	0.0	0.0	0.1	0.2	0.0	0.0
GPR151 activ	0.0	-6.5	-0.4	0.2	-1.8	1.3	0.2	-1.2
MITF primary	-8	-14	4	8	13	7	11	-1

66	COc1ccc(C(=O)NCCc2nnc3n2CCN(Cc2cc4ccccc4[nH]2)CC3)cc1
67	CS(=O)(=O)N(CC(=O)NCC1CCCO1)C1CCCCC1 (stereo not drawn)
68	Cc1ccc(NC(=O)c2sc3nc4c(cc3c2N)C(=O)CCC4)cc1
69	CC1(C)Oc2ccc(C(=O)NC3CCCC3)cc2N(CC(=O)NC2CCCCC2)C1=O
70	O=C(/C=C/Nc1ccc(F)cc1)c1ccco1
entry no.	66	67	68	69	70
TEAD-YAP inh	12	-7	-20	-3	-42
FBW7 activator	-0.2	0.1	-0.1	0.0	-0.2
GPR151 activ	-0.8	0.6	-1.6	1.2	-0.5
MITF primary	5	3	-9	-15	13

71	COCC(=O)N(C)C(Cc1ccc(F)cc1)C1CCN(C(=O)[C@@H]2CSC(=O)N2)CC1 (stereo partly drawn)
72	O=C(N/C(=C\c1cc(Br)cs1)C(=O)N1CC2CC(C1)c1cccc(=O)n1C2)c1ccc(Cl)cc1 (stereo not drawn)
73	C=CCN1C(=O)/C(=C/c2cccc([N+](=O)[O-])c2OC)SC1=S
74	COc1ccc(CN2CCNC(=O)C2CC(=O)NCC2CC2)c(OC)c1 (stereo not drawn)
75	O=C(CN1CCN(C(=O)c2cc3ccccc3o2)CC1)c1ccco1
76	CCC(=N\Nc1nc2ccccc2[nH]1)/C(CC)=N/Nc1nc2ccccc2[nH]1
77	CC(C)(C)OC(=O)N1CC(Sc2nc3ccccc3[nH]2)CC1C(=O)O (stereo not drawn)
78	CCOc1c(Cl)cc(CNCC(C)C)cc1OC
entry no.	71	72	73	74	75	76	77	78
TEAD-YAP inh	-4	5	12	6	-17	-12	12	11
FBW7 activator	-0.1	0.8	-0.2	0.0	0.3	-0.2	0.0	0.4
GPR151 activ	-1.3	-0.1	0.2	1.1	-5.9	0.1	-0.2	6.2*
MITF primary	-8	13	3	5	32	-2	-11	1

Bioassay records as filed in PubChem.
